# EPAC2 antag: qHTS for Antagonist of cAMP-regulated guanine nucleotide exchange factor 2 (EPAC2): primary screen. 0.18% of 360,000 active. EPAC2 GEF exchange of Rap1B-BODIPY-GDP, fluorescence. Potency, µM (doses to about 114 µM), inactives show at the highest dose activity, negative = inhibition, actives largely listed as inhibitors. Rap guanine nucleotide exchange factor 4 (Homo sapiens), Q8WZA2; further: on the % scale 0 is the no-effect control and ±100 the full control effect; nearly all actives have a fitted effect of over 45% in size; many of its hits are not listed in these tables
# Target sequence (Q8WZA2 whole entry, looked up): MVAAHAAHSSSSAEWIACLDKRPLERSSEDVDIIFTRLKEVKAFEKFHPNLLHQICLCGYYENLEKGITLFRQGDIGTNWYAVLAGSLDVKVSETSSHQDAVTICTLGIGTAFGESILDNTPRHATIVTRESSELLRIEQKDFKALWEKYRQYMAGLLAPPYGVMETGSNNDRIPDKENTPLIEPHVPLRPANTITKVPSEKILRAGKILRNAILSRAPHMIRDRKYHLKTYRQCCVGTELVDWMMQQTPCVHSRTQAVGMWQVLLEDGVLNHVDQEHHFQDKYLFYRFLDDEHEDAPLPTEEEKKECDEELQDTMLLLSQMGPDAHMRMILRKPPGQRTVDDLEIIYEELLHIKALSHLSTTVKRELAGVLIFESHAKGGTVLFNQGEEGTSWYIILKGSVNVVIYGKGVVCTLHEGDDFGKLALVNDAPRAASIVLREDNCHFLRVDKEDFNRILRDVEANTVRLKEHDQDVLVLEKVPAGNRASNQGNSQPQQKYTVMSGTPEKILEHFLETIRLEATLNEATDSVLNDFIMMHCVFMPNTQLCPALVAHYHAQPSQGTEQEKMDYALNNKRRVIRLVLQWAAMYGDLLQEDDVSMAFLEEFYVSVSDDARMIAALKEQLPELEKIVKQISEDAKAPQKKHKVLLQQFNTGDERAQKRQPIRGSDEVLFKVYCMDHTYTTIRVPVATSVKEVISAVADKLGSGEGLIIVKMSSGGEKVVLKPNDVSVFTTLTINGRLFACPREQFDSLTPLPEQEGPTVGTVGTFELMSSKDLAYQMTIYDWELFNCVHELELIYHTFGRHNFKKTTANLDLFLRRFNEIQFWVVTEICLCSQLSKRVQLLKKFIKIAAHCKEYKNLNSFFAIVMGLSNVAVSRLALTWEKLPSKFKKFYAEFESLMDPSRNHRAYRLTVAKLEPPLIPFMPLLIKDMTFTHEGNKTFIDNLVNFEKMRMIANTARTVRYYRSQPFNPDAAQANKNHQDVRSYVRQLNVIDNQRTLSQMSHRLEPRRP
# ATXN viability: Viability Counterscreen for Primary qHTS for Inhibitors of ATXN expression. Potency, µM (highest dose often 56.7 µM), usual class: cytotoxic. S2 cells (HEK-293 line with an ATXN2-luciferase reporter) viability, CellTiter-Fluor protease fluorescence, 24 h. 0.49% of 400,000 active; further: nearly all actives have a fitted effect of over 40% in size
# HepG2 viability: qHTS for Inhibitors of TGF-b: Cytotox Counterscreen. HepG2 CAGA-GFP viability, ATP luminescence, 18 h. Potency, µM (titrated, usually from 46.1 µM), for inactives: top-dose activity change, negative = cytotoxicity, usual class: cytotoxic. 0.76% of 410,000 active; further: some results filed as inactive show a strong effect at the top dose
#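 HepG2 CAGA-GFP cells (1000/well, DMEM with 1% FBS) received compound, then TGF-beta at 500 pg/mL final, and were incubated 18 hours at 37 degrees C. Viability was read by CellTiter-Glo luminescence. Media-only wells were set as complete cell-killing and DMSO as no toxicity.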
# ATXN2 expr inh: Primary qHTS for Inhibitors of ATXN expression; HEK-293 ATXN2-luciferase reporter, luminescence, 24 h; Potency, µM (highest dose often 57 µM), without a hit: top-dose activity change, negative = inhibition, most hits filed as inhibitors; 0.72% of 360,000 active; AID 1745845, 2022; further: on the % scale 0 is the no-effect control and ±100 the full control effect; nearly all actives have a fitted effect of over 55% in size
#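 qHTS (up to 57 uM final) was run with 24 h compound exposure of reporter cells at 37 °C. Each well was multiplexed: SteadyGlo luminescence measured ATXN2-luciferase expression after a fluorogenic Gly-Phe-AFC viability readout (25 uM final).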
# MCF10A rerep: A quantitative high throughput screen for small molecules that induce DNA re-replication in MCF 10a normal breast cells; MCF 10A DNA re-replication, Hoechst nuclear intensity, 48 h; Potency, µM (series often up to 46.1 µM), for the others: top-dose activity, positive = re-replication, most hits filed as activators; 2.9% of 350,000 active; AID 624296, 2012; further: % of control where 0% means no effect; nearly all actives have a fitted effect of over 50% in size
# TGFb SMAD3 inh: qHTS for Inhibitors of TGF-b; HepG2 CAGA-GFP TGF-b/SMAD3 reporter, GFP fluorescence, 18 h; TGF-beta stimulated, 500 pg/mL final; Potency, µM (top dose mostly 46.1 µM), inactives show at the highest dose activity, negative = inhibition, most hits filed as inhibitors; 1.2% of 410,000 active; AID 588855, 2011; further: on the % scale 0 is the no-effect control and ±100 the full control effect; nearly all actives have a fitted effect of over 65% in size
#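 First, reporter cells (HEPG2 CAGA-GFP) rested 2 h at 37 degrees C. Next, compounds were pinned in and TGF-beta added to 500 pg/mL final. After 18 h, GFP was imaged per cell and summed per well.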
# Nrf2 block: Nrf2 qHTS screen for inhibitors | A549 ARE-Fluc reporter, luciferase luminescence, 18-24 h | 2.1% of 360,000 active | Potency, µM (highest dose often 46 µM), inactives show at the highest dose activity change, negative = inhibition, usual class: inhibitors; further: on the % scale 0 is the no-effect control and ±100 the full control effect; nearly all actives have a fitted effect of over 60% in size
#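 Reporter: ARE-Fluc in A549. Exposure: 18-24 h, 37 °C, 5% CO2, 5% FBS OPTI-MEM. Readouts: fluorescent cytotoxicity (CellTiter-Fluor), then luminescent Nrf2 signal after BugLite.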
# A549 viability: Nrf2 qHTS screen for inhibitors: counterscreen for cytotoxicity; A549 ARE-Fluc cells, CellTiter-Fluor viability, 18-24 h; Potency, µM (titrated, usually from 46 µM), inactives show at the highest dose activity change, negative = cytotoxicity, most hits filed as inhibitors; AID 504648, 2011; 0.16% of 390,000 active; further: on the % scale 0 is the no-effect control and ±100 the full control effect
#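 A549 ARE_Fluc cells in 5% FBS OPTI-MEM were exposed to compounds in concentration-response for 18-24 h at 37 deg C. Viability was read by CellTiter-Fluor fluorescence (Ex 405/Em 525) after 30 min, before the luciferase read.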
# Nrf2 ARE act: qHTS of Nrf2 Activators; AREc32 ARE-luciferase reporter (MCF7-derived line), luminescence, 24 h; Potency, µM (series often up to 46.1 µM), without a hit: top-dose activation, hits mostly activators; 0.31% of 410,000 active; further: % of control where 0% means no effect; nearly all actives have a fitted effect of over 65% in size
#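 ARE-driven firefly luciferase activity in AREc32 cells measured after a 24 hr compound exposure at 37 deg C, using Steady-Glo reagent and a 30 min room-temperature hold.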
# The depositor's hits bear a star; i = inactive; ? = inconclusive; . = not tested or not shown; [ ] = dose if it differs, or a comment. The call rests on the fitted dose curve; in most records, active means well fitted curve in the direction sought with a large enough effect; inconclusive means small, poorly fitted or top-dose-only effect, or another doubt; inactive means no such curve, though single readings can be large; an effect the other way counts as inactive or inconclusive. Potency means the concentration at half of the fitted maximal effect. A portion of the library (hit frequency here may not be typical).
canonical_smiles,EPAC2 antag,ATXN viability,HepG2 viability,ATXN2 expr inh,MCF10A rerep,TGFb SMAD3 inh,Nrf2 block,A549 viability,Nrf2 ARE act
NC(N)=NN=C(c1ccc(F)cc1)c1ccc(C(F)(F)F)cc1,0%,.,-109%,?,?,10µM*,?,?,-1.7%
OC[C@@H]1CN(Cc2cccnc2)C[C@H](n2cnc3c(NC4CCCC4)ncnc32)O1,12%,i,-10%,7%,.,-4%,.,.,-1.2%
COCOCCn1cc(CN2CCS(=O)(=O)N(Cc3ccc(-c4ccc(OC)cc4)cc3)C(CC(C)C)C2=O)nn1 (stereo not drawn),?,?,-47%,28µM*,.,?,.,.,-2.9%
Cc1ccc(COc2ccc(C(=O)NN)cc2)cc1,-7%,i,-23%,-13%,0%,7%,?,3%,4.0%
Cc1ccc(C)c(Oc2cc(F)nc(N)n2)c1,-1%,i,-21%,-3%,-6%,?,1%,7%,1.9%
O=C(Nc1nc(-c2cccs2)c(-c2ccccc2)s1)c1ccco1,-4%,?,-10%,2%,?,0%,?,-1%,9.4%
O=C(Nc1cc(-c2nc3ncccc3o2)ccc1Cl)c1ccc([N+](=O)[O-])o1,3%,i,5%,-7%,1.3µM*,?,?,2%,?
CCOc1cccc(OCCCCN2CCOCC2)c1,-1%,i,11%,-2%,3%,12%,9%,1%,-0.3%
Cc1cc(C(=O)N2CCN(S(C)(=O)=O)CC2)sc1-c1ccccc1,4%,i,7%,-8%,-1%,1%,7%,4%,-0.6%
Cc1cc(N/C(=N\S(=O)(=O)c2ccc(Cl)cc2)c2ccc(F)cc2)no1,16%,i,6%,16%,16%,5%,-28%,1%,0.5%
O=C(NCC(c1cccnc1)N1CCN(c2ccccc2)CC1)OCc1ccccc1 (stereo not drawn),-1%,i,-13%,-2%,15%,-11%,-20%,-4%,0.4%
O=C1NC(c2ccccc2)Cc2ccncc21 (stereo not drawn),3%,i,-9%,6%,1%,11%,-13%,-6%,0.3%
COc1ccc(CC(=O)NCc2ccccn2)cc1OC,2%,i,2%,-7%,-3%,?,0%,-11%,-0.2%
O=C(COc1ccc2c3c(c(=O)oc2c1)CCCC3)N1CCN(c2ccc(F)cc2)CC1,-5%,i,5%,0%,-1%,-2%,0%,10%,0.0%
Cc1nc(=O)c(-c2ccccc2)c(C)n1-c1ccccc1,24%,i,10%,-2%,0%,10%,4%,-1%,-1.3%
CC1CCN(S(=O)(=O)CCNC(=O)c2ccc3c(c2)OCO3)CC1,3%,i,4%,-15%,1%,-4%,-8%,1%,0.1%
C=CCC(CC=C)(C(=O)O)c1ccccc1,11%,i,3%,0%,-2%,0%,.,0%,3.5%
O=C(CSCc1ccc(Cl)cc1)Nc1ccc(-c2nnc(-c3ccccc3)o2)cc1,5%,?,-51%,?,-1%,?,12%,2%,0.1%
O=C(N/N=C/c1ccc(N2CCOCC2)c([N+](=O)[O-])c1)c1ccc(F)cc1,7%,i,-22%,-4%,13%,-3%,-4%,-7%,0.3%
O=C1CCC(OCc2ccccc2)CCN1[C@H](CSc1ccccc1)Cc1ccccc1 (stereo partly drawn),-9%,i,.,-1%,.,.,.,.,5.6%
CCCNC(=O)C1CCN(S(=O)(=O)c2ccc3[nH]c(=O)ccc3c2)CC1,6%,i,6%,24%,7%,8%,-9%,-1%,-0.1%
O=C(COC(=O)c1ccc(F)cc1F)NC(=O)Nc1ccc2c(c1)OCCO2,1%,i,-19%,29%,6%,-6%,?,0%,0.2%
CCc1ccc(C2N=C(N)Nc3nc4ccccc4n32)cc1 (stereo not drawn),.,i,-17%,1%,.,14%,?,-5%,0.3%
COc1ccc(N2C(=O)C3CCCN3C2c2ccccc2Cl)cc1 (stereo not drawn),-18%,i,0%,19%,17%,7%,8%,-6%,-0.5%
Cn1c(=O)cc(N2CCOCC2)[nH]c1=O,2%,i,1%,3%,13%,-4%,?,-1%,-0.2%
COc1cc(-c2ccc(NC(=O)c3ccc(C)cc3)c(OC)c2)ccc1NC(=O)c1ccc(C)cc1,-5%,i,-2%,-4%,1.6µM*,-2%,4%,11%,1.0%
Cc1ccc(-n2c(SCC(=O)OC(C)C)nnc2-c2ccco2)cc1,-5%,i,-38%,2%,?,12%,11%,12%,-0.5%
CCOC(=O)C1CCN(C(=O)COc2ccc(S(=O)(=O)NC(C)C)cc2)CC1,2%,i,-17%,-1%,-3%,0%,-20%,4%[1.84 µM],0.1%
COC(=O)c1c(-c2ccccc2)csc1NC(=O)c1c(-c2ccccc2)noc1C,-5%,?,-10%,10%,?,?,?,0%,-0.8%
COc1c(Br)cc(Br)cc1/C=N/NC(=O)c1ccncc1,2%,i,0%,-6%,1%,6%,-6%,-2%,1.5%
Cc1ccc(CNC(=O)CCc2nnc(Cc3ccc(-c4ccccc4)cc3)o2)o1,1%,i,-12%,7%,-17%,-13%,5%,8%,0.1%[9.22 µM]
COc1ccc(-c2nc(SCC(=O)Nc3nccs3)c(-c3ccc(Cl)cc3)[nH]2)cc1,2%,i,-25%,-18%,15%,?,-19%,-17%,-0.5%
CCOC(=O)C1=C(N)Oc2ccc3ccccc3c2C1c1ccc(O)c(OC)c1 (stereo not drawn),-14%,i,-24%,-29%,?,?,-20%,-12%,5.3%
CCOC(=O)COc1cccc2c(=O)n(CC(=O)N3CCCCC3)ccc12,-4%,i,-19%,1%,-7%,5%,4%,4%,-0.7%
O=C(CCNS(=O)(=O)c1ccc2c(c1)CCCC(=O)N2)NCc1ccc(Cl)cc1,.,i,-18%,2%,.,-3%,?,11%,-0.7%
CC(C)(C)OC(=O)C[C@@H]1C/C=C\C[C@@H](CC(=O)NCCO)C(=O)N[C@H](Cc2c[nH]c3ccccc23)COC1=O,2%,i,1%,13%,-1%,-9%,-6%,-3%,-0.5%
COc1cc(OC)cc(C(=O)N[C@H](C(=O)Nc2nc3c(s2)CCCC3)C(C)C)c1,-4%,i,-4%,.,?,?,23µM*,-17%,7.8%
CCSc1ccc2nnc(-c3ccc(F)cc3)n2n1,-1%,i,-6%,-4%,29%,-24%,?,-1%,-0.1%
O=C(COc1ccc(F)cc1)Nc1nnc(C2CCCCC2)s1,-4%,i,5%,-8%,0%,-6%,-6%,1%,0.0%
O=C1CCCC/C=C\C[C@H](CC(=O)N(CCO)Cc2ccccc2)C(=O)NC[C@H](c2ccccc2)O1,6%,i,-6%,1%,-3%,-10%,-10%,-10%,2.7%
Nc1c(NCc2ccccc2)c2ccccc2oc1=O,-3%,i,-16%,-7%,-8%,8%,.,1%,1.9%
O=C(Nc1ccc(F)c(Cl)c1)c1nsc(Cl)c1Cl,1%,i,-33%,.,1%,-15%,4%,-2%,3.2µM*
Cc1cccc(NS(=O)(=O)c2ccc(C)c(C(=O)NCc3cccnc3)c2)c1,13%,i,5%,-1%,6%,11%,-31%,-6%,-0.4%
COc1ccc2c(CN3CCN(C(C)=O)CC3)cc(=O)oc2c1,10%,i,-9%,2%,.,-11%,.,.,-1.3%
CC(=O)c1cccc(NC(=O)CN2C(=O)CC(c3ccc(C)cc3C)=Nc3ccccc32)c1,.,.,-10%,.,.,4%,.,-23%,0.7%
Cc1c(C(=O)Nc2ccc(F)cc2F)sc2nc3n(c(=O)c12)N=C(c1ccccc1)CS3,.,i,1%,14%,.,3%,.,-3%,1.1%
COc1ccc(OCC(=O)OCC(=O)N2C(C)CCCC2C)cc1 (stereo not drawn),7%,i,-13%,0%,4%,-6%,-10%,3%,1.2%
Cc1ccc(C2CC(c3cccs3)=NN2C(=O)c2ccco2)o1 (stereo not drawn),28µM*,i,-18%,15%,2%,-11%,1%,0%,25%
O=C(CCNS(=O)(=O)c1ccc(Br)s1)Nc1ccc(Br)cc1,.,i,-70%,2%,.,?,1%,-2%,8.4%
Cc1ccnc(SCC(N)=O)n1,4%,i,-14%,-17%,5%,-6%,15%,3%,0.4%

# An excerpt from above with just ATXN2 expr inh, HepG2 viability and Nrf2 block:
Structure	ATXN2 expr inh	HepG2 viability	Nrf2 block
O=C(CCNS(=O)(=O)c1ccc(Br)s1)Nc1ccc(Br)cc1	2%	-70%	1%
Cc1ccc(C2CC(c3cccs3)=NN2C(=O)c2ccco2)o1 (stereo not drawn)	15%	-18%	1%

# Going on with the list:
canonical_smiles,EPAC2 antag,ATXN viability,HepG2 viability,ATXN2 expr inh,MCF10A rerep,TGFb SMAD3 inh,Nrf2 block,A549 viability,Nrf2 ARE act
C[C@H](CO)N1C[C@H](C)[C@@H](CN(C)S(=O)(=O)c2cccc(F)c2)OCc2cnnn2CCCC1=O,3%,i,-8%,10%,.,3%,.,.,-1.2%
Cc1ccc(S(=O)(=O)N(CC(=O)NCc2ccncc2)C2CCCCC2)cc1,-3%,i,8%,3%,?,0%,4%,-5%,0.4%
O=C(NCCc1cccs1)C(c1ccccc1)c1ccccc1,-2%,?,0%,.,5%,-18%,5%,1%,0.0%
CCOC(=O)C1CCN(Cc2cccc(Oc3ccc(Cl)cc3)c2)CC1,-17%,i,2%,-13%,5%,19%,?,-2%,0.6%
Cc1cccc(OCCCC(=O)NNC(=O)CCN2CCN(c3ccccc3)CC2)c1,-9%,i,32%,-2%,-1%,6%,-24%,-3%,0.6%
OC(c1ccccc1)(c1ccccc1)C1CCN(C(=S)Nc2ccc(F)cc2)CC1,-13%,i,-11%,0%,10%,-18%,2%,2%,1.0%
COC(=O)c1ccccc1NC(=O)Cn1c(=O)cc(C)c2c(C)nn(C)c21,.,i,-12%,-14%,.,?,9%,-1%,0.1%
Cc1[nH]n(C(N)=S)c(=O)c1N=Nc1ccc(Cl)cc1Cl,-15%,i,1%,60%[activator],4%,2%,?,-12%,2.1%

# Source: PubChem
